STK33 inh: STK33 kinase inhibitors, primary screen, biochemical, luminescence, ADP-Glo, MBP substrate; Serine/threonine-protein kinase 33 (Homo sapiens), Q9BYT3; inhibition, % at 12.5 µM; 27,000 compounds, 0.44% hits; AID 2322, 2010; in the data active means inhibition above about 20%; inconclusive means no clear call, values can overlap the other calls
Target sequence (Q9BYT3 whole entry, looked up): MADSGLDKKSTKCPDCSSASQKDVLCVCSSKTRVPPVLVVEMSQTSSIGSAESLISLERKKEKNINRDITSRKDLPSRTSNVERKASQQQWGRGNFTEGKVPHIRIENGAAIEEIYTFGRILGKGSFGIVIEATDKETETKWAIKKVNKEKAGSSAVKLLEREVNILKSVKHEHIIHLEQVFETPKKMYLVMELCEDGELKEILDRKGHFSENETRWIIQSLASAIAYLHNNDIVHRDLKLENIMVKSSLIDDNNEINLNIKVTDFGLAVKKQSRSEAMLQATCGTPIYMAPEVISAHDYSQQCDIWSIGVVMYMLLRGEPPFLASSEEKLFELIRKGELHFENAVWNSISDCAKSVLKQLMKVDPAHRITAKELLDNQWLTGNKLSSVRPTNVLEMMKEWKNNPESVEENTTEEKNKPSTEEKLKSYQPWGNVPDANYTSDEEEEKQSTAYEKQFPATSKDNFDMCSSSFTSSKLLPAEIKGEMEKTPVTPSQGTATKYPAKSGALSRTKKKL
mut p53 react: mutant p53 pathway re-activators, primary screen, cell-based, SW480, luciferase, single point, HTS; SW480 PUMA-promoter luciferase, p53 mutant reactivation; activation, % at 9.98 µM; 28,000 compounds, 1.5% hits; in the data active means activation above about 52%; inconclusive means no clear call, values can overlap the other calls
Active calls of the source: *; u = inconclusive; x = no result given. These rows are one share of the data. The share of hits here may be higher or lower than overall.

The opening 12 records as a preview:
SMILES | STK33 inh | mut p53 react
CC(C)NC(=O)Nc1ccc2c(c1)C(=O)N([C@H](C)CO)C[C@H](C)[C@@H](CN(C)C(=O)Nc1ccccc1)OCCCC[C@H](C)O2 | x | 10
CCc1c(C)nc(SCC(=O)Nc2ccc(Cl)cc2)[nH]c1=O | 1 | -7
C[C@H]1CN([C@@H](C)CO)C(=O)Cc2cc(N(C)C)ccc2O[C@@H]1CN(C)C(=O)Nc1cccc2ccccc12 | x | -10
COc1cc(OC)cc(-c2nnc(SCC(=O)Nc3ccccc3)o2)c1 | 0 | 102*
Cc1cc(O)cc(C)c1Cl | 3 | x
Cc1ccc2cc(S(=O)(=O)NCc3ccco3)ccc2c1 | 15 | -2
C[C@@H]1CN([C@H](C)CO)C(=O)c2cc(NC(=O)CCC(F)(F)F)ccc2O[C@@H]1CN(C)C | x | 6
C[C@H](CO)N1C[C@H](C)[C@@H](CN(C)S(=O)(=O)c2cccs2)Oc2c(NC(=O)Nc3ccc4c(c3)OCO4)cccc2C1=O | 1 | 1
C[C@@H]1CCCCO[C@H](CN(C)Cc2ccncc2)[C@@H](C)CN([C@H](C)CO)C(=O)c2cc(NC(=O)c3ccncc3)ccc2O1 | -3 | -5
O=C(Nc1ccccc1[N+](=O)[O-])c1cccc(S(=O)(=O)Nc2ccc(I)cc2)c1 | -1 | -1
Cc1c(CC(=O)O)c(=O)oc2c(C)c(OC(C)C(=O)O)ccc12 (configuration not stated) | -4 | 2
C=CCNC(=O)[C@H]1[C@@H]2C(=O)O[C@@H](c3ccccc3)[C@@H](c3ccccc3)N2[C@@H](c2ccc(OCCO)cc2)[C@]12C(=O)N(C(=O)OCCOC)c1ccc(C#CCC(C(=O)OC)C(=O)OC)cc12 | 5 | x

Main list, from the start:
SMILES | STK33 inh | mut p53 react
CC(C)NC(=O)Nc1ccc2c(c1)C(=O)N([C@H](C)CO)C[C@H](C)[C@@H](CN(C)C(=O)Nc1ccccc1)OCCCC[C@H](C)O2 | x | 10
CCc1c(C)nc(SCC(=O)Nc2ccc(Cl)cc2)[nH]c1=O | 1 | -7
C[C@H]1CN([C@@H](C)CO)C(=O)Cc2cc(N(C)C)ccc2O[C@@H]1CN(C)C(=O)Nc1cccc2ccccc12 | x | -10
COc1cc(OC)cc(-c2nnc(SCC(=O)Nc3ccccc3)o2)c1 | 0 | 102*
Cc1cc(O)cc(C)c1Cl | 3 | x
Cc1ccc2cc(S(=O)(=O)NCc3ccco3)ccc2c1 | 15 | -2
C[C@@H]1CN([C@H](C)CO)C(=O)c2cc(NC(=O)CCC(F)(F)F)ccc2O[C@@H]1CN(C)C | x | 6
C[C@H](CO)N1C[C@H](C)[C@@H](CN(C)S(=O)(=O)c2cccs2)Oc2c(NC(=O)Nc3ccc4c(c3)OCO4)cccc2C1=O | 1 | 1
C[C@@H]1CCCCO[C@H](CN(C)Cc2ccncc2)[C@@H](C)CN([C@H](C)CO)C(=O)c2cc(NC(=O)c3ccncc3)ccc2O1 | -3 | -5
O=C(Nc1ccccc1[N+](=O)[O-])c1cccc(S(=O)(=O)Nc2ccc(I)cc2)c1 | -1 | -1
Cc1c(CC(=O)O)c(=O)oc2c(C)c(OC(C)C(=O)O)ccc12 (configuration not stated) | -4 | 2
C=CCNC(=O)[C@H]1[C@@H]2C(=O)O[C@@H](c3ccccc3)[C@@H](c3ccccc3)N2[C@@H](c2ccc(OCCO)cc2)[C@]12C(=O)N(C(=O)OCCOC)c1ccc(C#CCC(C(=O)OC)C(=O)OC)cc12 | 5 | x
Cc1cccc(NC(=O)COc2ccc(S(=O)(=O)N3CCCCC3)cc2Cl)c1C | 0 | -3
COC(=O)c1ccccc1NC(=O)C(C)Oc1ccccc1 (configuration not stated) | -9 | 6
COc1cccc(N(CC(=O)Nc2cccc(Cl)c2C)S(C)(=O)=O)c1 | 3 | 1
C[C@H](CO)N1C[C@H](C)[C@@H](CN(C)C(=O)Nc2ccccc2)Oc2c(NC(=O)c3ccncc3)cccc2C1=O | x | 0
COc1ccc(NC(=O)N(C)C[C@@H]2Oc3ccc(N(C)C)cc3CC(=O)N([C@H](C)CO)C[C@@H]2C)cc1 | -2 | x
COc1ccc(C#Cc2ccc3c(c2)O[C@H](CN(C)C)[C@H](C)CN([C@H](C)CO)S3(=O)=O)cc1 | x | -21
CC(C)NC(=O)N(C)C[C@@H]1Oc2ccc(NC(=O)Cn3cnnn3)cc2CC(=O)N([C@H](C)CO)C[C@@H]1C | 1 | x
COC(=O)c1ccc(NC(=O)C(C)N(c2ccc(C)cc2)S(C)(=O)=O)cc1 (configuration not stated) | -2 | -20
COc1ccc(N2C(=O)CC(SCC(=O)Nc3cccc(Br)c3)C2=O)cc1 (configuration not stated) | 4 | 2
CNC[C@@H]1Oc2ccc(N(C)C)cc2CC(=O)N([C@H](C)CO)C[C@H]1C | 0 | 2
COc1ccc(C)cc1S(=O)(=O)N(C)CC(=O)N1CCCCC1 | -4 | -5
C[C@@H]1CCCCO[C@H](CN(C)C(=O)CCCN(C)C)[C@@H](C)CN([C@H](C)CO)C(=O)c2cc(NC(=O)Nc3ccc4c(c3)OCO4)ccc2O1 | 4 | x
C[C@H]1CN([C@@H](C)CO)C(=O)c2cc(/C=C/c3ccccc3)cnc2O[C@@H]1CN(C)Cc1cccc(C(=O)O)c1 | x | 2
C[C@H](CO)N1C[C@H](C)[C@@H](CN(C)S(=O)(=O)c2ccc(Oc3ccccc3)cc2)OCc2cnnn2CCCC1=O | 0 | x
C[C@@H]1CN([C@H](C)CO)C(=O)Cc2cc(NC(=O)CCCN(C)C)ccc2O[C@H]1CN(C)CC1CCCCC1 | -3 | x
C[C@H]1CN([C@@H](C)CO)C(=O)c2cc(NC(=O)Nc3cccc4ccccc34)ccc2O[C@@H]1CN(C)S(C)(=O)=O | -1 | x
C[C@@H]1CN([C@H](C)CO)C(=O)c2cccc(N(C)C)c2O[C@@H]1CN(C)C(=O)NC1CCCCC1 | x | 0
C[C@@H]1CCCCO[C@H](CN(C)C(=O)CCC(F)(F)F)[C@H](C)CN([C@@H](C)CO)C(=O)c2cc(N(C)C)ccc2O1 | x | -1
CC(NS(=O)(=O)c1ccc(F)cc1)C(=O)Nc1ccc(Oc2ccccc2)cc1 (configuration not stated) | 1 | -13
C[C@H](CO)N1C[C@H](C)[C@H](CN(C)S(=O)(=O)c2cccs2)Oc2ncc(C#Cc3ccc(C(F)(F)F)cc3)cc2C1=O | -1 | -11
Cc1cc(N(CC(=O)Nc2ccccc2Cl)S(C)(=O)=O)ccc1Br | 0 | -3
C[C@H]1CN([C@@H](C)CO)C(=O)CCCn2nncc2CO[C@@H]1CN(C)S(=O)(=O)c1ccc(C#N)cc1 | -1 | x
C[C@H]1CN([C@@H](C)CO)C(=O)Cc2cc(NC(=O)C3CC3)ccc2O[C@H]1CN(C)S(=O)(=O)c1cn(C)cn1 | -1 | -3
CCOc1ccc(C(=O)Nc2ccc(OCC(=O)O)cc2)cc1 | 2 | -33
C[C@@H]1CCCCO[C@@H](CN(C)Cc2ccccc2)[C@H](C)CN([C@@H](C)CO)C(=O)c2cc(NS(=O)(=O)c3ccccc3)ccc2O1 | x | -6
CN1C2CCC1CC(NC(=O)c1nn(C)c3ccccc13)C2 (configuration not stated) | -3 | -1
O=C(Cn1nnc2ccccc21)NCCN1CCCC1 | 5 | 18
[N-]=[N+]=NCc1ccccc1C[C@]1(C(N)=O)N=C(c2ccc(OCCCO)cc2)O[C@H]1c1ccccc1 | -2 | x
COc1ccccc1-c1nc(SCC(=O)O)n[nH]1 | 1 | -15
C[C@@H]1CN([C@@H](C)CO)C(=O)Cc2cc(NC(=O)Nc3cccc4ccccc34)ccc2O[C@@H]1CN(C)Cc1ccccc1 | 7 | x
CCN1CCN(C(=O)C(C)N(c2ccccc2)S(C)(=O)=O)CC1 (configuration not stated) | -2 | 7
C[C@H]1CN([C@@H](C)CO)C(=O)c2cc(C#CCC3CCCC3)cnc2O[C@H]1CN(C)Cc1ccccn1 | x | 0
COc1ccc([Si](C)(C)[C@H]2[C@H](CCn3cc(CCO)nn3)O[C@@]3(C(=O)N(c4ccccc4)c4ccccc43)[C@@H]2C)cc1 | 13 | x
C[C@@H]1CN([C@@H](C)CO)C(=O)Cc2cc(NC(=O)Cc3cn(C)c4ccccc34)ccc2O[C@@H]1CN(C)C(=O)Nc1ccccc1 | -1 | -3
CC(C)N=C(N)/N=C(\N)Nc1ccc(Cl)cc1 | -3 | 3
CC1OC(OC2C(OC3C(O[C@H]4CC[C@@]5(C)C(CC[C@]6(C)C5CC=C5[C@@H]7CC(C)(C)C[C@@H](O)[C@]7(C)CC[C@]56C)C4(C)C)OC(C(=O)O)C(O)C3O)OC(CO)C(O)C2O)C(O)C(O)C1O (some centres not stated) | 2 | x
CC(=O)c1ccc(NC(=O)COc2ccccc2C(N)=O)cc1 | -2 | u
COc1ccc(C(=O)CSc2n[nH]c(-c3ccccc3)n2)cc1OC | -1 | -12
C[C@H]1CN([C@@H](C)CO)C(=O)c2cc(NC(=O)Nc3ccc(F)cc3)ccc2O[C@H]1CN(C)Cc1ccc(Cl)c(Cl)c1 | 1 | x
C[C@H]1CN([C@@H](C)CO)C(=O)c2cc(NC(=O)CCN3CCOCC3)ccc2O[C@H]1CN(C)C(=O)Nc1ccc(F)cc1 | -3 | x
C[C@@H]1CN([C@H](C)CO)C(=O)Cc2cc(NS(=O)(=O)c3ccccc3)ccc2O[C@H]1CN(C)Cc1ccccc1 | -1 | x
COc1cccc(S(=O)(=O)Nc2ccc3c(c2)[C@@H]2C[C@H](CC(=O)NCC(F)(F)F)O[C@@H](CO)[C@@H]2O3)c1 | x | -3
COc1ccc(S(=O)(=O)Nc2ccc3c(c2)C(=O)N([C@H](C)CO)C[C@H](C)[C@H](CN(C)Cc2ccc(C(=O)O)cc2)OCCCC[C@@H](C)O3)cc1 | 1 | x
Cc1cc2ncn(CC(O)COc3ccc(N)cc3)c2cc1C (configuration not stated) | -1 | 17
C[C@H](CO)N1C[C@H](C)[C@H](CN(C)C(=O)Nc2ccccc2)Oc2ccc(NS(=O)(=O)c3ccc(F)cc3)cc2CC1=O | -4 | x
O=C(O)COc1ccc(S(=O)(=O)NC2CCCCC2)cc1Cl | -3 | 5
C[C@H](CO)N1C[C@H](C)[C@H](CN(C)C(=O)Nc2ccc(F)cc2)Oc2ccc(NC(=O)NC3CCCCC3)cc2C1=O | x | 8
CCC1CCc2nc(SCC(=O)Nc3cccc(OC)c3)c(C#N)c(C(F)(F)F)c2C1 (configuration not stated) | 3 | 19
Next section:
SMILES | STK33 inh | mut p53 react
COc1ccc(NC(=O)Nc2ccc3c(c2)CC(=O)N([C@@H](C)CO)C[C@H](C)[C@H](CN(C)C)O3)cc1 | -2 | -4
C[C@@H]1CN([C@H](C)CO)C(=O)c2cc(/C=C/c3ccccc3)cnc2O[C@@H]1CN(C)C(=O)Nc1ccc(C(F)(F)F)cc1 | x | -25
COc1ccc(N(C(=O)c2ccncc2)S(=O)(=O)c2ccc3c4c(cccc24)C(=O)N3C)cc1 | 7 | -5
C[C@@H]1CCCCO[C@@H](CN(C)C(=O)Nc2ccc(F)cc2)[C@@H](C)CN([C@H](C)CO)C(=O)c2cc(NC(=O)CCCN(C)C)ccc2O1 | -1 | x
C[C@@H]1CN([C@H](C)CO)C(=O)c2cc(NC(=O)Nc3ccccc3)ccc2O[C@H]1CN(C)S(=O)(=O)c1ccccc1 | -2 | x
Cc1ccc(C)c(S(=O)(=O)NCc2cccnc2)c1 | 4 | -8
N#Cc1c(C(F)(F)F)cc(-c2cccs2)nc1SCC(=O)Nc1c(F)cccc1F | 6 | 12
COc1ccc(CNC(=O)C[C@@H]2C[C@@H]3c4cc(NC(=O)CC5CC5)ccc4O[C@@H]3[C@@H](CO)O2)cc1 | x | 1
C=CCn1c(-c2ccccc2)nn(CCC#N)c1=S | x | 16
Cc1ccc([N+](=O)[O-])cc1NC(=O)CN(C1CCCCC1)S(=O)(=O)c1ccc(Cl)cc1 | 0 | -15
Cc1noc(C)c1S(=O)(=O)Nc1ccc2c(c1)CC(=O)N([C@H](C)CO)C[C@@H](C)[C@H](CN(C)Cc1ccc3c(c1)OCO3)O2 | 0 | x
COC(=O)c1cccc(NC(=O)CSc2nc(-c3ccc(C)cc3)cc(C(F)(F)F)n2)c1 | 4 | -42
C[C@H]1CN([C@@H](C)CO)C(=O)c2cc(NC(=O)Nc3cccc4ccccc34)ccc2O[C@@H]1CN(C)C(=O)NC1CCCCC1 | -2 | 4
CC1CCN(C(=O)c2cc(Cl)ccc2Cl)CC1 | -2 | x
Cc1ccc(C2=NNC(=O)C(c3cn(CCC#N)c4ccccc34)C2)cc1 (configuration not stated) | 6 | -16
C[C@H](CO)N1C[C@H](C)[C@@H](CN(C)C(=O)CCCN(C)C)OCCCC[C@H](C)Oc2ccc(NS(=O)(=O)c3ccccc3)cc2C1=O | x | -7
Cc1nc2c(OCc3ccccc3)cccn2c1CC#N | x | 15
COc1ccc(NC(=O)N(C)C[C@@H]2Oc3ccc(NC(=O)Nc4ccc5c(c4)OCO5)cc3C(=O)N([C@@H](C)CO)C[C@H]2C)cc1 | -1 | x
Cc1noc(C)c1S(=O)(=O)Nc1ccc2c(c1)C(=O)N([C@@H](C)CO)C[C@H](C)[C@@H](CN(C)C)O2 | x | 4
C[C@@H]1CN([C@H](C)CO)C(=O)Cc2cc(NS(C)(=O)=O)ccc2O[C@H]1CN(C)CC1CCCCC1 | 4 | x
C[C@@H]1CN([C@H](C)CO)C(=O)Cc2cc(NS(C)(=O)=O)ccc2O[C@@H]1CN(C)Cc1ccc(-c2ccccc2)cc1 | -5 | 2
COC(=O)c1sccc1NC(=O)Cn1nnc(-c2ccc(C)cc2)n1 | 0 | -1

Screening results deposited in PubChem BioAssay by Broad Institute.
